HepG2 tox: qHTS for Inhibitors of TGF-b: Cytotox Counterscreen; HepG2 CAGA-GFP viability, ATP luminescence, 18 h; Potency, µM (top dose mostly 46.1 µM), inactives show at the top dose activity change, negative = cytotoxicity, actives largely listed as cytotoxic; 410,000 compounds, 0.76% hits; further: potency means the concentration at half of the fitted maximal effect; some results filed as inactive show a strong effect at the top dose
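HepG2 CAGA-GFP cells (1000/well, DMEM with 1% FBS) received compound, then TGF-beta at 500 pg/mL final, and were incubated 18 hours at 37 degrees C. Viability was read by CellTiter-Glo luminescence. Media-only wells were set as complete cell-killing and DMSO as no toxicity.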
TGFb SMAD3 inh: qHTS for Inhibitors of TGF-b | HepG2 CAGA-GFP TGF-b/SMAD3 reporter, GFP fluorescence, 18 h; TGF-beta stimulated, 500 pg/mL final | Potency, µM (doses to about 46.1 µM), for the others: top-dose activity, negative = inhibition, most hits filed as inhibitors | 410,000 compounds, 1.2% hits; further: potency means the concentration at half of the fitted maximal effect; on the % scale 0 is the no-effect control and ±100 the full control effect; nearly all actives have a fitted effect of over 65% in size
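GFP signal (ex488/em500-530) from TGF-beta-stimulated HEPG2 CAGA-GFP cells, 500 pg/mL final, 18 h at 37 degrees C in DMEM plus 1% FBS, normalized to unstimulated and DMSO-stimulated controls.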
A549 viability: Nrf2 qHTS screen for inhibitors: counterscreen for cytotoxicity. A549 ARE-Fluc cells, CellTiter-Fluor viability, 18-24 h. AID 504648, 2011. 390,000 compounds, 0.16% hits. Potency, µM (titrated, usually from 46 µM), without a hit: top-dose activity change, negative = cytotoxicity, hits mostly inhibitors; further: potency means the concentration at half of the fitted maximal effect; on the % scale 0 is the no-effect control and ±100 the full control effect
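Cytotoxicity counterscreen: CellTiter-Fluor fluorescence was measured in A549 ARE_Fluc cells after 18-24 h of compound exposure in a concentration series. The subsequent BugLite luminescent read reports ARE-luciferase activity.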
Nrf2 ARE act: qHTS of Nrf2 Activators | AREc32 ARE-luciferase reporter (MCF7-derived line), luminescence, 24 h | Potency, µM (doses to about 46.1 µM), for the others: at the top dose activation, most hits filed as activators | 410,000 compounds, 0.31% hits | AID 624171, 2012; further: potency means the concentration at half of the fitted maximal effect; % of control where 0% means no effect; nearly all actives have a fitted effect of over 65% in size
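Reporter line AREc32 (ARE-Fluc), seeded overnight in OPTI-MEM with 5% FBS; compound pin-transferred, 24 hr at 37 deg C, 5% CO2; luminescent read-out.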
IL-2 act: qHTS of IL-2 Activators. IL-2 activation reporter assay, cell-based qHTS; stimulated with anti-CD3/CD4/CD28 beads; in transgenic mouse T cells. activation, % (series mostly up to about 46 µM). 360,000 compounds, 0.065% hits; in the data active means activation above about 50%; inconclusive means mostly about 30% to 49%; further: 0% is about no effect
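Unstimulated transgenic mouse T cells, 750 per well, received compound and, after 60 minutes, anti-CD3/anti-CD4 bead plus anti-CD28 stimulation. EGFP and DsRed were quantified after 18 hours.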
Nrf2 block: Nrf2 qHTS screen for inhibitors; A549 ARE-Fluc reporter, luciferase luminescence, 18-24 h; Potency, µM (highest dose often 46 µM), for inactives: at the top dose activity change, negative = inhibition, most hits filed as inhibitors; 360,000 compounds, 2.1% hits; AID 504444, 2011; further: potency means the concentration at half of the fitted maximal effect; on the % scale 0 is the no-effect control and ±100 the full control effect; nearly all actives have a fitted effect of over 60% in size
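Quantitative HTS in A549 cells stably bearing an antioxidant response element-firefly luciferase construct. Inhibition of Nrf2-driven transcription was scored by luminescence after 18-24 h of compound exposure at 37 °C.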
ATXN2 expr inh: Primary qHTS for Inhibitors of ATXN expression; HEK-293 ATXN2-luciferase reporter, luminescence, 24 h; Potency, µM (series often up to 57 µM), for inactives: top-dose activity change, negative = inhibition, usual class: inhibitors; 360,000 compounds, 0.72% hits; further: potency means the concentration at half of the fitted maximal effect; on the % scale 0 is the no-effect control and ±100 the full control effect; nearly all actives have a fitted effect of over 55% in size
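qHTS (up to 57 uM final) was run with 24 h compound exposure of reporter cells at 37 °C. Each well was multiplexed: SteadyGlo luminescence measured ATXN2-luciferase expression after a fluorogenic Gly-Phe-AFC viability readout (25 uM final).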
S2 tox: Viability Counterscreen for Primary qHTS for Inhibitors of ATXN expression; S2 cells (HEK-293 line with an ATXN2-luciferase reporter) viability, CellTiter-Fluor protease fluorescence, 24 h; AID 651635, 2014; Potency, µM (doses to about 56.7 µM), usual class: cytotoxic; 400,000 compounds, 0.49% hits; further: potency means the concentration at half of the fitted maximal effect; nearly all actives have a fitted effect of over 40% in size
EPAC2 ag: qHTS for Agonist of cAMP-regulated guanine nucleotide exchange factor 4 (EPAC2): primary screen; EPAC2 activation, biochemical qHTS; response scale: 100% = 6.5 mM cAMP response; Potency, µM (top dose mostly 154 µM), inactives show top-dose activation, actives largely listed as activators; 360,000 compounds, 0.079% hits; further: potency means the concentration at half of the fitted maximal effect; nearly all actives have a fitted effect of over 50% in size
Target sequence (Q8WZA2 whole entry, looked up): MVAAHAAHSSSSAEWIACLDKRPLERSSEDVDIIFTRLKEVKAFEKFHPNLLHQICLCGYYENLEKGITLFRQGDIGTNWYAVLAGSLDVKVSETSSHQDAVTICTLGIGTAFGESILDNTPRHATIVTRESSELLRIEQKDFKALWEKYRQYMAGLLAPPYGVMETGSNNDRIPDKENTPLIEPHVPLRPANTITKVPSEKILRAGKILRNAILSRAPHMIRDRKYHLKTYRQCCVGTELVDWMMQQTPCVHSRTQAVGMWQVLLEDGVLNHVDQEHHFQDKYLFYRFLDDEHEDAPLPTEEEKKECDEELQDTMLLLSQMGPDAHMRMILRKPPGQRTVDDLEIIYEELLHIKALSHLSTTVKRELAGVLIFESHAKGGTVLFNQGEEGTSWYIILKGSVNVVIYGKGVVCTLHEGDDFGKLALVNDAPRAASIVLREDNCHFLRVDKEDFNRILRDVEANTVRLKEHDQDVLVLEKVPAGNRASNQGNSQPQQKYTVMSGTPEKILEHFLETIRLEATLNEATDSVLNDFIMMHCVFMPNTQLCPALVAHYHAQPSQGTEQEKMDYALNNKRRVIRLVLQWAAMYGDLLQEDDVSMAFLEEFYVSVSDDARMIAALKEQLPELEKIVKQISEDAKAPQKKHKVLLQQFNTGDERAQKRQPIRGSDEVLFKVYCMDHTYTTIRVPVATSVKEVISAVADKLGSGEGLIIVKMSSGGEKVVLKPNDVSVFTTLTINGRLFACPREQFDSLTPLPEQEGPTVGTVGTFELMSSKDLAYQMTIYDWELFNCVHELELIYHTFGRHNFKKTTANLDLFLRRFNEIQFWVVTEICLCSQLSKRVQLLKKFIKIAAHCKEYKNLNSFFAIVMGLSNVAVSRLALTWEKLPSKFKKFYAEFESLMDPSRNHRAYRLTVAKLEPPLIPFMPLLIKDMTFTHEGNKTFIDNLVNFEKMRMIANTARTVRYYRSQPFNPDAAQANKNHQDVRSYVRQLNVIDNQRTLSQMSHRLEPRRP
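Guanine nucleotide exchange by EPAC2 is measured as reduced fluorescence of BODIPY-GDP once it is released from 250 nM Rap1B. Plates are read kinetically for 30 min at room temperature; results are scaled to 6.5 mM cAMP.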
Active calls of the source: *; i = inactive; u = inconclusive; x = no result given; & = joins results of further samples; [ ] = another dose, or the depositor's remark. Unless noted, the call rests on the fitted dose curve; in most records, active means well fitted curve in the direction sought with a large enough effect; inconclusive means small, poorly fitted or top-dose-only effect, or another doubt; inactive means no such curve, though single readings can be large; an effect the other way counts as inactive or inconclusive.

SMILES	HepG2 tox	TGFb SMAD3 inh	A549 viability	Nrf2 ARE act	IL-2 act	Nrf2 block	ATXN2 expr inh	S2 tox	EPAC2 ag
COc1cc(OC)nc(NC(=O)C(C)C)n1	9%	11%	3%	0.3%	0.6	1%	-5%	i	5%
COc1ccccc1CC(=O)OCC(=O)N1CCN(c2ccc(F)cc2)CC1	-16%	-2%	-1%	0.2%	-0.4	2%	x	u	-1%
CCc1nc(SCC(N)=O)c2c(=O)n(C)c(=O)n(C)c2n1	-5%	0%	-2%	-0.3%	-3.3	1%	4%	i	-4%
CCCS(=O)(=O)NC(=O)C1(C)CCCN(C(=O)c2c(-c3ccccc3)noc2C)C1 (centres undefined)	1%	-6%	x	-0.5%[9.22 µM]	2.4	x	6%	i	22%
COc1ccc(NC(=O)NNC(=O)COc2cc(C)c(Cl)c(C)c2)c(OC)c1	-58%	-8%	-12%	-0.1%	-0.5	-45%	-6%	i	-2%
CC(C)(C)c1ccc(CSc2nc3c(c(=O)[nH]2)CCCC3)cc1	-6%	-4%	5%	-0.2%	x	-16%	2%	i	x
O=[N+]([O-])c1cc([N+](=O)[O-])c(Oc2cccnc2Br)cc1NN1CCCCC1	-9%	-2%	-15%	8.0%	-0.5	u	1%	i	7%
COc1cc(OC)cc(C(=O)NNC(=O)CCOc2ccccc2OC)c1	-3%	11%	-3%	-0.1%	0.3	-9%	5%	i	0%
COc1cccc(-n2nnc(-c3nc(-c4cccs4)no3)c2N)c1	-33%	-3%	8%	3.7%	x	u	52%[activator]	i	x
CCOC(=O)c1cc2ccc3ccccc3c2s1	-14%	13%	0%	4.7%	-0.3	u	29%	i	-5%
CCOC(=O)C(CC)Sc1ccc2nnc(CCNS(=O)(=O)c3ccccc3)n2n1 (centres undefined)	-11%	-4%	-10%	0.3%	-0.4	-11%	4%[11.3 µM]	i	-5%
CCOC(=O)C1(Cc2cccc(OC)c2)CCN(Cc2cccnc2)CC1	8%	11%	-9%	0.3%	-3.5	-15%	-26%	i	23%
COc1ccc(Cl)cc1NC(=O)NNC(=O)C(=O)Nc1ccc(F)cc1	-11%	-4%	x	2.5%	0.3	x	x	i	-1%
O=c1nc(Nc2ccc(OCc3ccccc3)cc2)sc2ncccc12	-27%	3%	-3%	1.5%	-1.1	u	109%[activator]	i	0%
Cc1noc(C)c1COc1ccc(C(=O)Nc2ncccc2O)cc1	-23%	u	-6%	12%	-0.3	4%	9%	i	-6%
CN(C)CCC(C(=O)c1ccccc1)c1ccccn1 (centres undefined)	-2%	-15%	1%	0.2%	-0.1	5%	1%	i	5%
C/C(=N/NC(=O)CNS(=O)(=O)c1ccc(C)cc1)c1cccc([N+](=O)[O-])c1	0%	13%	-2%	2.2%	7.7	-1%	0%	i	5%
CCNC(=O)COC(=O)/C=C/c1cccc(F)c1	0%	0%	7%	4.1%	-1.9	-4%	-2%	i	1%
Cc1cccc(NC(=S)NC23CN4CN(CN(C4)C2)C3)c1	13%	-2%	-5%	-0.7%	0.5	8%	-6%	i	2%
C=CCC[C@@H](Cc1ccc(F)cc1)C(=O)OC[C@@H](NC(=O)[C@@H](CC=C)CC(=O)N[C@@H](CO)Cc1ccccc1)C(C)(C)C	-1%	u	u	-1.4%	-0.4	21µM*	u	22µM*	-3%
O=C(Cc1ccccc1)Nc1nc(=O)c2ccccc2s1	3%	0%	-5%	u	0.2	-7%	5%	i	7%
CCCCn1c(=O)nc2n(-c3ccc(C)cc3)c3ccccc3cc-2c1=O	38%	-13%	-7%	0.1%	0.1	-4%	0%	i	-3%
O=C(CSc1ccc([N+](=O)[O-])cn1)Nc1ccc(N2CCOCC2)c(Cl)c1	-8%	-6%	13%	3.0%	0.1	7%	-32%	i	16%
COc1ccc(Cl)cc1N(CC(=O)NC(C(C)C)C(C)C)S(C)(=O)=O	-14%	u	-6%	-0.4%	0.0	6%	5%	i	6%
Cc1ccc2nc(-c3ccc4c(c3)OCCO4)cc(C(=O)O)c2c1	-18%	u	-4%	0.5%	0.1	-3%	-22%	i	2%
OCC[C@H]1C[C@H](O)[C@@H](O)[C@]2(OCCc3ccccc32)O1	9%	-3%	2%	-0.7%	-0.4	-13%	-1%	i	3%
O=C(CSc1cn(CCNC(=O)c2ccccc2F)c2ccccc12)Nc1ccccc1F	-4%	-15%	2%	-0.2%	x	-27%	u	u	x
CCSc1n[nH]c(=O)[nH]c1=O	6%	-7%	0%	0.2%	2.7	12%	-6%	i	2%
CCOC(=O)c1sc2nc(SCC#N)n(CCCN3CCCC3=O)c(=O)c2c1C	-21%	0%	-10%	19%	4.2	-19%	-21%	i	12%
Cc1ccccc1-c1cc(C(=O)N2CCCC2)c2ccccc2n1	6%	-1%	0%	0.1%	-0.2	u	-3%	i	-2%

Ten of the compounds above, bar-delimited:
canonical_smiles | HepG2 tox | TGFb SMAD3 inh | A549 viability | Nrf2 ARE act | IL-2 act | Nrf2 block | ATXN2 expr inh | S2 tox | EPAC2 ag
O=C(Cc1ccccc1)Nc1nc(=O)c2ccccc2s1 | 3% | 0% | -5% | u | 0.2 | -7% | 5% | i | 7%
CCCCn1c(=O)nc2n(-c3ccc(C)cc3)c3ccccc3cc-2c1=O | 38% | -13% | -7% | 0.1% | 0.1 | -4% | 0% | i | -3%
O=C(CSc1ccc([N+](=O)[O-])cn1)Nc1ccc(N2CCOCC2)c(Cl)c1 | -8% | -6% | 13% | 3.0% | 0.1 | 7% | -32% | i | 16%
COc1ccc(Cl)cc1N(CC(=O)NC(C(C)C)C(C)C)S(C)(=O)=O | -14% | u | -6% | -0.4% | 0.0 | 6% | 5% | i | 6%
Cc1ccc2nc(-c3ccc4c(c3)OCCO4)cc(C(=O)O)c2c1 | -18% | u | -4% | 0.5% | 0.1 | -3% | -22% | i | 2%
OCC[C@H]1C[C@H](O)[C@@H](O)[C@]2(OCCc3ccccc32)O1 | 9% | -3% | 2% | -0.7% | -0.4 | -13% | -1% | i | 3%
O=C(CSc1cn(CCNC(=O)c2ccccc2F)c2ccccc12)Nc1ccccc1F | -4% | -15% | 2% | -0.2% | x | -27% | u | u | x
CCSc1n[nH]c(=O)[nH]c1=O | 6% | -7% | 0% | 0.2% | 2.7 | 12% | -6% | i | 2%
CCOC(=O)c1sc2nc(SCC#N)n(CCCN3CCCC3=O)c(=O)c2c1C | -21% | 0% | -10% | 19% | 4.2 | -19% | -21% | i | 12%
Cc1ccccc1-c1cc(C(=O)N2CCCC2)c2ccccc2n1 | 6% | -1% | 0% | 0.1% | -0.2 | u | -3% | i | -2%

The list continues.
SMILES	HepG2 tox	TGFb SMAD3 inh	A549 viability	Nrf2 ARE act	IL-2 act	Nrf2 block	ATXN2 expr inh	S2 tox	EPAC2 ag
Cc1cc(SCC(=O)N/N=C/c2ccc(O)c(O)c2O)c(C)cc1Br	-7%	-29%	-7%	0.2%	2.1	u	u	u	5%
CCCC(=O)NC(C)c1nc2ccccc2n1C(C)C (centres undefined)	4%	-5%	11%	-0.3%	-3.4	8%	5%	i	8%
Cc1noc(C)c1-c1csc(N2CCC(C(N)=O)CC2)n1	-1%	-2%	-3%	4.1%	0.1	u	43%[activator]	i	5%
O=C(Nc1c(-c2ccccc2)nc2ccccn12)c1cccs1	4%	12%	-15%	2.8%	5.2	0%	-6%	u	3%
COCCn1c(C)cc(C2=NNC(=Nc3ccc(F)cc3)SC2)c1C	-4%	-18%	3%	0.2%	-0.1	u	42%[activator]	i	-1%
CCOC(=O)C1CCCN(c2cc(=O)n(-c3ccccc3Cl)c(=O)[nH]2)C1 (centres undefined)	-15%	-16%	u	3.6%	-3.2	u	17%	i	6%
CCOC(=O)C1=C(C)NC(=O)C(C(N)=O)C12CCCCC2 (centres undefined)	5%	-11%	-14%	-1.1%	2.2	-3%	3%	i	-8%
CCOC(=O)c1c(NC(=O)COc2ccc(C)cc2C(C)(C)C)sc2c1CCC(C)C2 (centres undefined)	1%	4%	1%	3.0%	x	8%	x	x	x
CC(=O)Nc1ccc(NC(=O)CSc2nc3ccccc3nc2N2CCC(C)CC2)cc1	-20%&-20%	-3%&-25%	-7%&-13%	0.3%&-0.6%	1.8	-24%&-15%	-2%&16%	i	-11%
CCOC(=O)C1=C(CNC(C)(C)CC(C)(C)C)NC(=O)NC1c1cccc([N+](=O)[O-])c1 (centres undefined)	-17%	u	-9%	2.2%	-2.4	u	-13%	i	-13%
COc1cn(-c2ccccc2)nc1C(=O)OCC(=O)Nc1ccc(C)c(C)c1	-4%	3%	4%	0.0%	1.1	8%	14%	i	-2%
COc1ccc(CN(C)C(=O)C2CCN(C(=O)Nc3ccccc3)CC2)cc1OC	-3%	12%	-1%	-0.8%	-0.4	6%	3%	i	11%
Cc1ccc(C(=O)N/C(=C/c2ccc(-c3ccc(Br)cc3)o2)C(=O)NC2CCS(=O)(=O)C2)cc1 (centres undefined)	-36%	-8%	-2%	3.3%	-0.6	-4%	-14%	i	-5%
O=C1/C(=C/c2ccc(C(=O)O)cc2)CCC/C1=C\c1ccc(C(=O)O)cc1	6%	-5%	-9%	3.3%	-3.1	11%	-2%	u	11%
COc1ccc(CCNc2nc3c(-c4cccc(C)c4)nnn3c3ccccc23)cc1OC	-17%	-9%	10%	0.5%	x	2%	3%	i	x
CCOc1ccc(NC(=O)C(C)SC(N)=O)cc1 (centres undefined)	-1%	-14%	-10%	0.4%	-1.6	2%	6%	i	9%

Source: PubChem BioAssay
